Compound activity as filed in PubChem BioAssay.
Tb MetRS inh: blocks T. brucei methionyl-tRNA synthetase activity; inhibition, % at 11.9 µM; hit rate 0.4% among 360,000; purified T. brucei MetRS, ATP depletion, Kinase-Glo luminescence;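 active = inhibition above a per-plate cutoff of the control wells' mean inhibition plus 3 SD, cut at about 5.5% in these data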;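 note: 0% = DMSO wells median and 100% = median of wells with control inhibitor compound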
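assay system = parasite MetRS enzyme | timing = 15 min preincubation, 2 h reaction, all 25 °C | evaluation = percent inhibition relative to median high and low control wells | medium = HEPES buffer containing pyrophosphatase, BSA, spermine, DTT | compound = single dose, 11.9 µM final nominal, 0.9% final DMSO | detection = Kinase-Glo luminescence, ATP depletion format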
NadD block: inhibitors of Staphylococcus aureus NadD; AID 602399; hit rate 0.78% among 360,000; purified NadD enzyme, colorimetric absorbance read-out; inhibition, % at 20 µM; in the data active = inhibition above about 26%; note: some compounds past the cut are filed as inactive
Neddyl block: blocks human cullin neddylation. P61081+Q13564. TR-FRET cullin neddylation, biochemical. calls only at 25 µM. hit rate 0.58% among 360,000. AID 651699; in the data active = inhibition above about 36%
SKN-1 block: blocks SKN-1 activity in C. elegans; inhibition, % at 21.8 µM; C. elegans VP596 Pgst-4::GFP/RFP ratio, acrylamide-induced, 24 h; AID 624304; hit rate 0.49% among 360,000;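 active = interference check ratio from 0.5 to 1.5 plus GFP to RFP signal ratio inhibition reaching or exceeding a fixed threshold, cut at about 30% in these data, passing the limit was not always enough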; note: some compounds called inactive have numbers as strong as hits
LMPTP inh: LMPTP (human) inhibition. P24666. recombinant LMPTP-A, OMFP fluorogenic substrate, fluorescence intensity. inhibition, % at 20 µM. hit rate 0.22% among 360,000. AID 651560;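 active = compounds that cut the enzyme signal by at least half of the control window in the single-dose screen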;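 note: plate controls were DMSO wells with enzyme plus substrate for no effect and substrate without enzyme for full effect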
Target sequence (P24666 whole entry, looked up): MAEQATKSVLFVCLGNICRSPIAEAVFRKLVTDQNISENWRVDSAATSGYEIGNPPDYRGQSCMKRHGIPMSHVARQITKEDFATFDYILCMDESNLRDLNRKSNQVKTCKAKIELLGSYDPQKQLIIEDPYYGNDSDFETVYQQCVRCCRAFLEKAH
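Buffer or medium: Bis-Tris pH 6.0, DTT, detergent; Assay system: LMPTP-A enzyme; Quantity: 0.625 nM enzyme; Detection: endpoint fluorescence intensity; Times: 50 min dark incubation at room temperature; Controls: substrate-only low control, DMSO enzyme-plus-substrate high control; Doses: single 20 µM dose; Read-out: percent inhibition versus substrate-only and uninhibited controls; Reagent: 400 µM OMFP.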
STEP block: STEP (human) phosphatase inhibition; inhibition, % at 20 µM; AID 588621; P54829; hit rate 0.25% among 360,000; recombinant STEP, OMFP fluorogenic substrate, fluorescence;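 active = inhibition at 20 µM, scaled per plate between control wells, above about 37%, limit read from the data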;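 note: 0% = DMSO with enzyme and substrate and 100% = substrate only without enzyme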
Target sequence (P54829 whole entry, looked up): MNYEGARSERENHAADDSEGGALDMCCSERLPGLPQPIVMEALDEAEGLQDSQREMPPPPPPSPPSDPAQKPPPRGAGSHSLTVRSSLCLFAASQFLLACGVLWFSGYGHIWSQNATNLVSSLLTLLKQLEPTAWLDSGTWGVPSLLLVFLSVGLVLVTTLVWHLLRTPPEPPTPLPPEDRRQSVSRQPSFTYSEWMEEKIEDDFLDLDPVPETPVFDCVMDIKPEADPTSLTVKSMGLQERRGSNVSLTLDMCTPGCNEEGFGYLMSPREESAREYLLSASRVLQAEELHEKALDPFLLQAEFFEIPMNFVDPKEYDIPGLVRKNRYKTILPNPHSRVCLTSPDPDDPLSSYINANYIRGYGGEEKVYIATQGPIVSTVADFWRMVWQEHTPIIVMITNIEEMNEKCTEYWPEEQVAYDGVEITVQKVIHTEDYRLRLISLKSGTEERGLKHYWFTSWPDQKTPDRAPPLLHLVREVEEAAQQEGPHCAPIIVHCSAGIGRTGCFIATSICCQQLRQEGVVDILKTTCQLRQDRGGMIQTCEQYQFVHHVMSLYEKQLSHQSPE
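Material: STEP (striatal-enriched tyrosine phosphatase) enzyme, cell-free; Compound dosing: 20 µM single dose in 1% DMSO; Technique: fluorescence read at 480 nm ex / 540 nm em; Times: reaction 20 min, ambient temperature; Medium: 50 mM Bis-Tris pH 6.0 with 2.5 mM DTT and 0.005% Tween 20; Also added: OMFP at 25 µM.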
Scp-1 inhibitor: inhibitors of human Scp-1 phosphatase; inhibition, % at 20 µM; Recombinant Scp1, phosphopeptide, malachite green phosphate absorbance; AID 493091; Q9GZU7; hit rate 0.88% among 340,000;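 active = inhibition above about 50% at 20 µM, limit read from the data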;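 note: plate controls were DMSO wells with enzyme for no effect and wells lacking enzyme for full effect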
Target sequence (Q9GZU7 76-261 limits assumed): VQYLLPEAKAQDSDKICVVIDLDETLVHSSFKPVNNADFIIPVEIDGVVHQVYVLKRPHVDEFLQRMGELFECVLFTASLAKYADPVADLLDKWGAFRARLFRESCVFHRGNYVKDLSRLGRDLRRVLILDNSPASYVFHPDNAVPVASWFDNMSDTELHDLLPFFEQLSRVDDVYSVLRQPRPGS
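assay system = SCP-1 phosphatase catalytic domain, residues 76-261 | buffer or medium = 50 mM Tris acetate pH 5.5, 0.005% Tween-20, 10 mM MgCl2 | incubation = enzyme reaction 45 min at room temperature, colour 5 min, stabilisation 30 min | signal = Phosphate-binding colour reagent, absorbance read at 630 nm | measure = % inhibition at 20 µM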
NRP1-CendR mod: alters CendR peptide binding to human NRP-1 | FAM-RPARPAR peptide binding to NRP-1, fluorescence polarization | inhibition, % at 25 µM | hit rate 0.85% among 360,000;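 active = inhibition or corrected inhibition above about 18%, plus a signal ratio from 0.5 to 1.5, limit read from the data, passing the limit was not always enough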; note: strong numbers were not always called active
SUMO1-SIM PPI: alters human SUMO1 binding to SIM partners | SUMO1 binding to a labelled peptide, TR-FRET, 1 h | inhibition, % at 20 µM | hit rate 0.33% among 360,000; in the data active = inhibition above about 37%
Target sequence (P63165 whole entry, looked up): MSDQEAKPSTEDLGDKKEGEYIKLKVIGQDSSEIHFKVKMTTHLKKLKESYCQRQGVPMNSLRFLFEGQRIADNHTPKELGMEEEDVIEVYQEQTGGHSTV
DNMT1 inh: inhibitors of human DNMT1. DNMT1 molecular beacon, Hinp1I cleavage, fluorescence. inhibition (reported as % activation of signal), % at 10 µM. hit rate 0.83% among 360,000. P26358; in the data active = inhibition above about 50%
* hit, by the source's call; i = inactive; x = not tested or not shown. Compounds were not picked by outcome (roughly 4.6% active in at least one column).

entry	smiles	DNMT1 inh	Scp-1 inhibitor	STEP block	SUMO1-SIM PPI	Tb MetRS inh	NadD block	NRP1-CendR mod	LMPTP inh	SKN-1 block	Neddyl block
1	N#C/C(C(=O)NCCc1ccccc1)=C1/N=C(NC(=O)c2cccs2)c2ccccc21	16	-7	2	48*	-0.5	-10	-32	-0.1	8	i
2	O=C(Nc1ccc(S(=O)(=O)Nc2ncccn2)cc1)c1cccnc1	0	-7	-2	1	-0.5	-2	-8	-0.6	3	i
3	CC1CCCCC12NC(=O)N(CC(=O)N1CCN(c3ncccn3)CC1)C2=O (stereo unspecified)	0	3	2	-9	-0.3	-8	0	-0.9	4	i
4	COc1ccc(CC(=O)NNC(=O)COc2ccc(Br)cc2C)cc1OC	2	-3	-1	0	-0.6	-2	1	-1.0	-3	i
5	O=C1/C(=C/c2cccc(F)c2)SC(=S)N1NS(=O)(=O)c1ccccc1	2	9	3	-9	0.8	-1	-22	-1.3	-6	i
6	O=C(OCC(=O)N1CCCCCC1)c1ccc(F)cc1F	2	1	0	8	-0.2	-1	-9	-1.2	12	i
7	COc1ccc(Cl)cc1NC(=O)c1nc2nc(C)cc(C(F)F)n2n1	-6	-19	2	-5	0.0	-2	-14	1.5	3	i
8	Cc1ccc(S(=O)(=O)N2CCCC(C(=O)NCc3ccco3)C2)cc1Cl (stereo unspecified)	-4	-11	-1	0	-0.1	-5	10	0.6	-3	i
9	Nc1ncc(Br)cc1S(=O)(=O)NCCC(=O)NC1CCCCC1	1	-4	-3	-4	0.1	-4	2	-0.9	-3	i
10	O=C(c1cnn(-c2cccc(F)c2)c1)c1ccccc1O	-1	-6	0	-3	-0.6	-9	0	-1.3	21	i
11	CC(CCc1ccccc1)NC(=O)c1ccco1 (stereo unspecified)	2	38	-2	-2	-0.9	-6	-11	0.0	-22	i
12	CN1C(=O)c2ccccc2C(C(=O)O)C1c1cccc([N+](=O)[O-])c1 (stereo unspecified)	4	-5	-4	-7	-1.0	-7	-3	0.4	-1	i
13	O=C(N/N=C/C=C/c1ccc([N+](=O)[O-])cc1)C1COc2ccccc2O1 (stereo unspecified)	-9	-5	-1	-16	-1.0	5	-8	-1.3	10	i
14	CCOC(=O)c1nn(-c2ccccc2)c(C)c1C(C)=O	1	-8	-3	2	0.2	-4	11	-1.1	8	i
15	Cc1cc(Cl)ccc1C(O)c1ncc(-c2ccccc2Cl)[nH]1 (stereo unspecified)	-7	x	-2	-1	0.0	-3	6	0.4	0	i
16	CC1=C(C(=O)N2CCOCC2)CC(CC(=O)NCc2cccs2)C(=O)N1CCCN1CCCC1=O (stereo unspecified)	7	x	-2	1	-1.2	-6	14	0.4	-4	i

Seven records drawn at random from those above, as already listed:
entry	smiles	DNMT1 inh	Scp-1 inhibitor	STEP block	SUMO1-SIM PPI	Tb MetRS inh	NadD block	NRP1-CendR mod	LMPTP inh	SKN-1 block	Neddyl block
9	Nc1ncc(Br)cc1S(=O)(=O)NCCC(=O)NC1CCCCC1	1	-4	-3	-4	0.1	-4	2	-0.9	-3	i
10	O=C(c1cnn(-c2cccc(F)c2)c1)c1ccccc1O	-1	-6	0	-3	-0.6	-9	0	-1.3	21	i
15	Cc1cc(Cl)ccc1C(O)c1ncc(-c2ccccc2Cl)[nH]1 (stereo unspecified)	-7	x	-2	-1	0.0	-3	6	0.4	0	i
16	CC1=C(C(=O)N2CCOCC2)CC(CC(=O)NCc2cccs2)C(=O)N1CCCN1CCCC1=O (stereo unspecified)	7	x	-2	1	-1.2	-6	14	0.4	-4	i
13	O=C(N/N=C/C=C/c1ccc([N+](=O)[O-])cc1)C1COc2ccccc2O1 (stereo unspecified)	-9	-5	-1	-16	-1.0	5	-8	-1.3	10	i
12	CN1C(=O)c2ccccc2C(C(=O)O)C1c1cccc([N+](=O)[O-])c1 (stereo unspecified)	4	-5	-4	-7	-1.0	-7	-3	0.4	-1	i
11	CC(CCc1ccccc1)NC(=O)c1ccco1 (stereo unspecified)	2	38	-2	-2	-0.9	-6	-11	0.0	-22	i

Next part:
entry	smiles	DNMT1 inh	Scp-1 inhibitor	STEP block	SUMO1-SIM PPI	Tb MetRS inh	NadD block	NRP1-CendR mod	LMPTP inh	SKN-1 block	Neddyl block
17	Cc1cccc(C)c1NC(=O)Cn1nnc(C(=O)Nc2ccc(F)cc2F)c1N	8	3	0	2	-0.4	-3	-2	-0.2	-10	i
18	O=[N+]([O-])c1nn(-c2ccc(Cl)cc2)n(O)c1=NCc1ccccc1Cl	5	-16	2	-42	2.6	-7	0	0.4	22	i
19	CC1(C)C2CCC1(C)C(SC(=N)N)C2 (stereo unspecified)	2	-8	-2	1	-0.2	-4	14	-1.7	-8	i
20	CCC(C)C(NS(=O)(=O)c1ccc(C)cc1)C(=O)N1CCOCCOCCOCC1 (stereo unspecified)	3	-6	0	7	-0.3	0	3	-0.9	0	i
21	O=C(CSc1nnc(NC(=O)C2CC(=O)N(c3ccccc3)C2)s1)NCc1ccco1 (stereo unspecified)	3	16	0	5	-0.6	-1	-20	-0.6	-2	i
22	Cc1cccc(OCC(=O)Nc2ccc3c(c2)nc(CCN2CCN(C)CC2)n3C)c1	-9	-8	0	-1	-0.2	-6	4	-0.9	-36	i
23	Cc1c(NC(=O)c2cc3ccccc3o2)c(=O)n(-c2ccccc2)n1C	2	2	0	0	-0.9	-3	-13	2.3	-21	i
24	O=C(CC1C(=O)NCCN1Cc1ccc(-c2ccccc2)cc1)NCC1CCOCC1 (stereo unspecified)	-10	-11	4	1	0.1	0	-12	-0.2	6	i
25	Nn1c(COc2cccc(Br)c2)nnc1SCC(=O)N1CCc2ccccc2C1	-4	3	-3	3	0.1	0	-7	-1.4	15	i
26	CCN(CC(O)Cn1c2ccccc2c2ccccc21)S(=O)(=O)c1ccc(F)cc1 (stereo unspecified)	-1	-11	-6	2	-0.6	-8	0	4.1	28	i
27	Cc1ccc(C)c(Cn2nnc3c(=O)[nH]c(C4CCCN(C(=O)c5ccco5)C4)nc32)c1 (stereo unspecified)	2	-5	-3	3	-0.4	-3	7	0.2	5	i
28	CCn1c(SCc2ccc(Cl)cc2Cl)nc2nc3c(cc2c1=O)CCCC3	1	12	3	0	0.4	12	-3	2.0	7	i
29	COc1cc(-c2cc(C(=O)O)c3c(OC)c(OC)c(OC)cc3n2)ccc1O	3	-1	-3	23	-0.4	5	-6	-1.0	0	i
30	Cc1ccc(-c2nc3ccccn3c2NCc2ccc3c(c2)OCO3)cc1	-10	-7	2	-5	-0.9	4	-12	5.5	-8	x
31	COC(=O)c1cccc(C23CC4(C2)[C@H](CN(Cc2ccc(C(F)(F)F)cc2)[C@@H]4c2ccccc2)C3c2ccc(Cl)nc2)c1 (stereo partly specified)	-1	6	-1	2	-0.5	22	-7	0.6	-2	i
32	Cn1cnnc1SCCn1c(N2CCCCC2)nc2c1c(=O)[nH]c(=O)n2C	2	-5	-3	-4	1.1	4	12	-2.0	-4	i
33	O=C1OC[C@@H]2CCCN2C(=O)[C@@H](CC(=O)N(CCO)Cc2ccccc2)C/C=C\C[C@@H]1Cc1ccc(F)cc1	2	-8	-1	0	0.1	2	-2	-0.7	6	i
34	Cc1ccc(C(=O)O)cc1NC(=S)NC(=O)C(c1ccccc1)c1ccccc1	-1	-4	-1	10	-0.2	0	-3	-0.2	-5	i
35	CCOC(=O)N1CCN(C(=O)c2ccc(-n3c(=S)[nH]c4ccccc4c3=O)cc2)CC1	2	-3	-1	-5	-0.5	2	-15	-1.0	1	i
36	Cc1nn(Cc2ccccc2)c2c1C(c1ccccc1)C(C#N)=C(N)O2 (stereo unspecified)	-6	-5	2	-5	0.2	5	5	0.9	3	i
37	OCC[C@H]1C[C@H](O)[C@@H](O)[C@]2(CCCc3ccccc3O2)O1	2	-8	0	-1	-0.4	-6	4	-0.3	8	i
38	Nc1c(N(CCO)C(=O)COc2ccc(Cl)cc2)c(=O)[nH]c(=O)n1Cc1ccccc1	-3	-6	-2	1	-1.0	-2	-6	0.3	2	i
39	CCOCCCNC(=O)c1ccc(OC)c(OC2CCN(C(C)C)CC2)c1	-2	-1	2	-1	-0.1	-2	1	-1.3	-16	i
40	Cc1cc(Br)ccc1NC(=O)CN1C(=O)C2CC=CCC2C1=O (stereo unspecified)	3	3	-6	-2	-0.4	14	12	-1.8	-5	i
41	Cc1cccc(N2C(=O)C(O)=C(C(=O)c3cccs3)C2c2ccc(Cl)cc2)n1 (stereo unspecified)	-2	-5	2	-6	-0.4	6	-3	2.5	4	i
42	CC(=O)Nc1ccc(S(=O)(=O)NNC(=O)c2ccc3c(c2)OCO3)cc1	0	0	-2	-5	-0.2	-2	7	-0.1	13	i
43	COc1ccc(OC)c(CN2CCN(C(=O)CN3C(=O)NC4(CCCC4)C3=O)CC2)c1	3	-3	-1	-4	-0.5	-4	0	-0.5	-1	i
44	O=C(Nc1ccccc1)c1ccc(-c2ccc(Br)cc2)o1	-2	-16	4	-12	0.0	2	11	4.8	33	i
45	CN1CCN(C2CC(=O)N(CCc3ccccc3)C2=O)CC1 (stereo unspecified)	0	-1	0	-4	-0.3	-7	-28	-1.5	-7	i
46	C=CCN(C(=O)c1oc2c(Cl)cc(C)cc2c1C)C1CCS(=O)(=O)C1 (stereo unspecified)	1	-1	1	-1	0.0	5	2	0.5	-4	i
47	Cc1cc(C)c(NC(=O)CSc2nc3ccncc3[nH]2)c(C)c1	0	1	2	0	-0.4	4	8	7.7	-9	i
48	Cc1cccc(C)c1OCc1cc(C(=O)N2CCC(c3ccncc3)CC2)no1	-2	-8	1	3	-0.2	-7	-1	1.2	8	i
49	O=C(COC(=O)CCc1nc2ccccc2s1)Nc1ccc(Cl)cn1	2	-2	0	-2	0.3	-5	-3	-0.5	2	i
50	O=C(CSc1nc2nc[nH]c2c(=O)[nH]1)NC1CCCCC1	-1	-7	2	9	-0.6	-2	2	-2.1	16	i
51	Cc1cc(NC(=O)c2ccc(NC(=O)C(C)Oc3ccccc3)cc2)no1 (stereo unspecified)	-1	-1	0	0	-0.4	-5	0	-0.8	8	i

Rewritten with each value named: 2 of the compounds above.
43. COc1ccc(OC)c(CN2CCN(C(=O)CN3C(=O)NC4(CCCC4)C3=O)CC2)c1
  DNMT1 inh: 3
  Scp-1 inhibitor: -3
  STEP block: -1
  SUMO1-SIM PPI: -4
  Tb MetRS inh: -0.5
  NadD block: -4
  NRP1-CendR mod: 0
  LMPTP inh: -0.5
  SKN-1 block: -1
  Neddyl block: i

41. Cc1cccc(N2C(=O)C(O)=C(C(=O)c3cccs3)C2c2ccc(Cl)cc2)n1 (stereo unspecified)
  DNMT1 inh: -2
  Scp-1 inhibitor: -5
  STEP block: 2
  SUMO1-SIM PPI: -6
  Tb MetRS inh: -0.4
  NadD block: 6
  NRP1-CendR mod: -3
  LMPTP inh: 2.5
  SKN-1 block: 4
  Neddyl block: i
